B2AR arrestin: recruits beta-arrestin to the human beta2-adrenergic receptor; hit rate 0.02% among 330,000; Potency, µM (top dose mostly 46.1 µM), for the others: top-dose activation, actives largely listed as activators; P07550; beta-arrestin recruitment to beta2AR, cell-based reporter;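 further: potency means the concentration at half of the fitted maximal effect; 0% = DMSO controls and full agonism = EC100 isoproterenol or metaproterenol; nearly all actives have a fitted effect of over 65% in size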
Integrin act MD: activates integrin-mediated alleviation for muscular dystrophy. alpha7betagal myoblasts, beta-gal FDG fluorescence, 48 h. hit rate 0.064% among 350,000. Potency, µM (series often up to 38.3 µM), inactives show at the top dose activation, actives largely listed as activators. AID 624291;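 further: potency means the concentration at half of the fitted maximal effect; 100% = response of the positive control SU9516; nearly all actives have a fitted effect of over 60% in size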
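Alpha7betagal+/- myoblasts (passage 13) were plated 16-24 hr, then exposed to compounds (1:260 dilution of DMSO stock) for 48 hours at 37C. After MPER lysis, β-galactosidase reporter activity was read as FDG fluorescence (ex 480/em 540) after 30 minutes.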
Eya2 inh: Eya2 (human) phosphatase inhibition; recombinant Eya2, OMFP fluorescence dephosphorylation (OMFP is methylfluorescein phosphate); Potency, µM (doses to about 76.9 µM), for the others: at the highest dose activity, negative = inhibition, usual class: inhibitors; hit rate 0.006% among 330,000; AID 488837; further: potency means the concentration at half of the fitted maximal effect; on the % scale 0 is the no-effect control and ±100 the full control effect
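Eya2 protein (added as 0.2 uM solution) was preincubated with compound for 10 min at ambient temperature in 50 mM HEPES pH 7.5, 50 mM NaCl, 5 uM MgCl2, 0.05% BSA, 1 mM DTT. OMFP (added at 50 uM) then reacted 10 min; fluorescence read at 485/525 nm.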
USP2a block: USP2a (human) protease inhibition | USP2 core, Ub-CHOP2 coupled fluorogenic reporter, 485/531 | Potency, µM (highest dose often 38.3 µM), for inactives: top-dose activity change, negative = inhibition, hits mostly inhibitors | O75604 | hit rate 0.01% among 330,000;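 further: potency means the concentration at half of the fitted maximal effect; plate controls were DMSO wells for no effect and full inhibition by NEM control for full effect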
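Cell-free coupled assay: 10nM USP2 core preincubated 30min RT with compound in Tris-HCl pH 8.0/CaCl2/CHAPS buffer, then 25nM Ub-CHOP2 and 25nM reporter substrate; fluorescence (Ex 485/Em 531) read after 60min RT, normalized to NEM inhibition, concentration-response curves fitted.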
ELG1 genotox: induces genotoxicity in HEK293T cells with luciferase-tagged ELG1; hit rate 1.3% among 330,000; Potency, µM (titrated, usually from 46 µM), for inactives: top-dose activity change, positive = activation, actives largely listed as activators; HEK293T ELG1-luciferase reporter, luminescence, 16 h; AID 504466; further: potency means the concentration at half of the fitted maximal effect; % of control where 0% means no effect; nearly all actives have a fitted effect of over 60% in size
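Step 1: seed 2,000 HEK293T ELG1-luciferase cells per well. Step 2: add compound or DMSO, incubate 16 hr at 37 °C. Step 3: ONE-Glo, 30 min at room temperature, read luminescence.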
S-ASM inh: inhibitors of human secretory acid sphingomyelinase. Potency, µM (titrated, usually from 57.5 µM), for inactives: at the top dose activity change, negative = inhibition, most hits filed as inhibitors. hit rate 0.006% among 340,000. AID 504937. placental ASM, HMU-PC fluorogenic substrate, 60 min; further: potency means the concentration at half of the fitted maximal effect
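Steps: dispense placental human ASM, pin compound, wait 10 min at room temperature, add HMU-PC0 substrate at 9 uM final, incubate 60 min at 37 °C, add stop solution raising pH to 10, read fluorescence.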
BRCA1 expr act: increases BRCA1 expression; Potency, µM (series often up to 46.1 µM), inactives show top-dose activation, usual class: activators; hit rate 1.1% among 380,000; MCF7-BRCA1-FFLuc reporter, luminescence, 48 h; response scale: scaled: vehicle 0%, 10 µM genistein 100%; further: potency means the concentration at half of the fitted maximal effect; nearly all actives have a fitted effect of over 80% in size; some results filed as inactive show a strong effect at the top dose
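MCF7 cells carrying a BRCA1-firefly luciferase reporter (2000 cells/well, phenol-red free MEM) were attached for 2 h at 37 °C, then given compounds for 48 h. Luminescence was read 15 min after luciferase reagent; activity normalized to genistein (10 microM) and DMSO.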
uPA generation: blocks generation of uPA at the cell surface; cell surface uPA generation assay, qHTS; Potency, µM (highest dose often 38.3 µM), for inactives: at the highest dose activity change, negative = inhibition, most hits filed as inhibitors; hit rate 0.31% among 330,000; AID 540303; active means well fitted inhibition curve with a large enough effect; inconclusive means small, poorly fitted or top-dose-only effect; inactive means no such curve, though single readings can be large or run the other way; tested in mouse RAW 264.7 cells; further: potency means the concentration at half of the fitted maximal effect; on the % scale 0 is the no-effect control and ±100 the full control effect; nearly all actives have a fitted effect of over 55% in size
TRPV1 ag: human TRPV1 agonism. Q8NER1. TRPV1-expressing cells, Fluo-8 calcium influx, agonist mode. AID 540275. activation, % at 8.33 µM. hit rate 0.19% among 320,000; in the data active means activation above about 80%; inconclusive means between about 30% and that limit; further: 0% is about no effect
Target sequence (Q8NER1 whole entry, looked up): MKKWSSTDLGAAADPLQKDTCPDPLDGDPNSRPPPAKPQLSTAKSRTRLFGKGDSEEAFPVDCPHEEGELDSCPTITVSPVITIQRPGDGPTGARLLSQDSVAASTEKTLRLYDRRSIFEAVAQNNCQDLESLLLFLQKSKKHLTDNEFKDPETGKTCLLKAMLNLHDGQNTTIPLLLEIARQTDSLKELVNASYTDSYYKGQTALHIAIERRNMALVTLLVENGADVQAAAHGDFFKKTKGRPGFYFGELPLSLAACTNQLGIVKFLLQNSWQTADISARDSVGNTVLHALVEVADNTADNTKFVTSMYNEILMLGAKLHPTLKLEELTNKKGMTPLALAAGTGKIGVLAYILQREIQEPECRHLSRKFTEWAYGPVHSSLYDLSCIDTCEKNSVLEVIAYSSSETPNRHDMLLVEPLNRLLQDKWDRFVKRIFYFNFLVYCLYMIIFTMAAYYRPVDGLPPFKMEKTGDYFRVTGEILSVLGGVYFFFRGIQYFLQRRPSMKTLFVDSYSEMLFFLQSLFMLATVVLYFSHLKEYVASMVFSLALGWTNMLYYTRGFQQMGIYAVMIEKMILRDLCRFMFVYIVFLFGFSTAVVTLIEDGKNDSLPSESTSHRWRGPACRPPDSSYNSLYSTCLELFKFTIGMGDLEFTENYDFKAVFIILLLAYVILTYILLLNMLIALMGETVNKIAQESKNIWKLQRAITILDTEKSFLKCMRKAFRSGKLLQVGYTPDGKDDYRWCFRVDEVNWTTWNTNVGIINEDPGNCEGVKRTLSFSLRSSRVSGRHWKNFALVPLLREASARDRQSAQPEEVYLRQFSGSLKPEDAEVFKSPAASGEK
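TRPV1-expressing cells were cultured overnight at 35.5C and loaded with Fluo-8 calcium dye for 40 to 90 min at room temperature. After a 10 s baseline, compound was added and calcium influx was read kinetically for 3 min (ex 480/em 520 nm).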
p53 reactivator: re-activators of mutant p53; H1299 p53-A138V BP100-luciferase reporter, luminescence, 24 h; Potency, µM (titrated, usually from 92.2 µM), for inactives: at the highest dose activity change, positive = activation, usual class: activators; hit rate 0.063% among 320,000; further: potency means the concentration at half of the fitted maximal effect; % of control where 0% means no effect; nearly all actives have a fitted effect of over 45% in size
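p53-null H1299 cells stably carrying temperature-sensitive p53-A138V and a BP100-luciferase reporter were pinned with compounds (4-point, 1:5 series) and held 24 hrs at 37 deg C. Luminescence was read 10 min after detection reagent.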
PTAP TSG101 blk: blocks PTAP/TSG101 interaction to inhibit HIV-1 budding | Fluorescence polarization, FITC-PTAP peptide / Tsg101 binding | AID 493005 | 340,000 tested, under 10 active | Potency, µM (highest dose often 115 µM), without a hit: at the top dose activity change, negative = inhibition, usual class: inhibitors; active means well fitted inhibition curve with a large enough effect in the main read-out, with a control signal flat, not every such curve was filed as active; inconclusive means small, poorly fitted or top-dose-only effect, or effect the other way, or a change in a side signal; inactive means no such curve, though single readings can be large or run the other way; further: potency means the concentration at half of the fitted maximal effect; % of control where 0% means no effect
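Compounds were pin-transferred onto Tsg101 binding domain (10 uM final) in HEPES pH 7.5 buffer, then FITC-PTAP peptide was added at 50 nM final. After 20 min at RT, polarization reported peptide displacement across a qHTS concentration series.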
* marks the source's active call; other numbers are inactive results; ? = inconclusive; / = not tested or not shown; [ ] = dose if it differs, or a comment. Unless noted, the call rests on the fitted dose curve; in most records, active means well fitted curve in the direction sought with a large enough effect; inconclusive means small, poorly fitted or top-dose-only effect, or another doubt; inactive means no such curve, though single readings can be large; an effect the other way counts as inactive or inconclusive.

SMILES | B2AR arrestin | Integrin act MD | Eya2 inh | USP2a block | ELG1 genotox | S-ASM inh | BRCA1 expr act | uPA generation | TRPV1 ag | p53 reactivator | PTAP TSG101 blk
O=C(COc1cc(F)ccc1[N+](=O)[O-])Nc1cccc(S(=O)(=O)NC2=NCCC2)c1 | -0.1% | -25.9% | -3.9% | 3.2% | -4.1% | 2.4% | -12.9% | -38.0% | -2.8 | ? | -3.4%
COc1cccc(/C=N/NC(=O)CN2CC(c3ccccc3)CC2=O)c1O (stereo not given) | -0.9% | 7.1% | 5.1% | 0.5% | 4.2% | 13.9% | -51.1% | -3.8% | 2.6 | ? | -5.2%
COC(=O)c1cc2ccsc2n1Cc1nc(-c2ccc(OC)cc2)oc1C | -0.3% | 23.5% | 0.0% | -1.0% | -1.4% | -6.8% | -30.5% | 4.2% | -0.6 | -2.8% | -3.0%
NC(=O)Nc1ccc(C(=O)OCC(=O)NC2CCCc3ccccc32)cc1 (stereo not given) | -0.9% | 13.1% | 4.7% | -0.4% | -0.5% | -0.3% | 3.1% | 2.7% | / | 1.8% | -0.3%
NC(=S)c1ccc[n+]([O-])c1 | / | 19.7% | / | / | / | 3.5% | 3.6% | 6.0% | / | / | -5.4%
CCc1ccccc1NC(=O)C1c2ccccc2Oc2ccccc21 | -0.8% | 0.0% | 0.7% | 3.1% | 10.7% | 2.1% | -6.4% | -4.8% | 1.2 | 2.9% | 0.1%
COc1ccc(CCN(C(=O)/C=C/C(=O)O)C2CC(=O)N(c3ccccc3)C2=O)cc1 (stereo not given) | -0.7% | -13.6% | -2.6% | 0.1% | -0.1% | 1.5% | 15.6% | -0.7% | -0.1 | 3.2% | -0.2%
CNc1ccc(Br)cc(C(=O)/C=C/c2ccc(OC)cc2)c1=O | -1.5% | -16.6% | 3.8% | 2.8% | 9.6% | -0.9% | -3.7% | -9.9% | 1.7 | 0.8% | -6.2%
Cc1ccccc1COc1ccc(/C=N/NC(=O)c2nnn(-c3nonc3N)c2CN2CCC(C)CC2)cc1 | 0.3% | -6.0% | -2.6% | 1.2% | -5.7% | -18.6% | 39.3% | 15.3% | 4.4 | 22.5% | -1.5%
COc1ccc(/C=N/Nc2ncc(Br)cn2)c(OC)c1 | -0.8% | 0.0% | -9.8% | 1.3% | 7.3µM* | 3.3% | 10µM* | -11.8% | 2.1 | ? | -2.0%
COCCCNC(=S)NNC(=O)c1cc(C2CC2)nc2ccccc12 | 0.4% | -3.6% | 6.1% | 0.2% | 1.8% | 1.1% | 25.8% | 3.4% | 2.1 | -8.2% | -2.2%
O=C(O)C1C2CCC(O2)C1C(=O)Nc1ccc(OC(F)F)cc1 (stereo not given) | -0.3% | -33.5% | -7.1% | 2.9% | -6.0% | 6.1% | 16.7% | -10.2% | -0.1 | ? | -2.1%
CS(=O)Cc1cc(Sc2ccccc2)nc(-c2ccncc2)n1 (stereo not given) | -0.1% | -10.5% | 0.2% | 7.2% | 4.1% | -0.7% | 2.8% | 6.9% | 12.2 | -0.5% | -3.5%
COc1cccc(/C=C/C(=O)Nc2ccc3c(c2)OCCO3)c1 | 0.0% | 10.5% | 4.2% | 0.8% | ? | -1.2% | ? | 2.82µM* | 21.1 | ? | -1.4%
CC1=C(C(N)=O)C(c2ccc(Cl)cc2Cl)n2ncnc2N1 (stereo not given) | -0.1% | 18.1% | 8.0% | -0.1% | 0.6% | 12.4% | 4.2% | -8.2% | 4.4 | 5.0% | -2.1%
O=C(c1ccc(F)cc1)N(C(=O)c1ccc(F)cc1)c1ncccn1 | -0.2% | 0.0% | 5.8% | 3.1% | -1.9% | 3.7% | -25.0% | -6.0% | -2.7 | 0.1% | 2.6%
CN1CCN(Cc2cn[nH]c2-c2ccc(F)cc2F)[C@@H](c2ccccc2)C1 | -0.9% | -7.8% | 2.1% | 1.3% | 0.4% | 17.4% | 30.9% | 0.8% | -0.9 | -1.1% | -1.6%
CCCOc1ccc(N2C(=O)CC(N3CCN(S(=O)(=O)c4ccccc4)CC3)C2=O)cc1 (stereo not given) | -0.4% | 7.1% | 10.8% | 4.2% | 1.7% | -5.7% | 1.3%[1.84 µM] | -3.4% | 1.6 | -3.1% | -1.3%
Cc1cccc(C(=O)NCC(c2ccco2)N(C)C)c1 (stereo not given) | -0.7% | 8.4% | -3.0% | 4.2% | 3.0% | 4.2% | 2.3% | 4.2% | 2.8 | -0.9% | -1.9%
Cn1cccc1C(=O)OCC(=O)N1c2ccccc2NC(=O)C1(C)C | -0.1% | 16.6% | -0.5% | 9.1% | 0.1% | -3.2% | -18.1% | 4.6% | -0.6 | -1.3% | -0.4%
Cc1cccc(NC(=O)COc2cccc3c2CCN(Cc2ccccc2)C3=O)c1C | 6.4% | -25.3% | -8.6% | 1.7% | -3.9% | -4.5% | 0.1% | -1.6% | -2.5 | -7.0% | -3.8%
Cc1ccc(S(=O)(=O)N2CCCC2CNC(=O)C(=O)NC2CCCC2)cc1 (stereo not given) | 0.4% | -9.5% | 4.2% | 1.2% | 0.7% | -0.6% | 9.1% | -0.5% | -2.9 | -2.3% | 1.5%
OCCN1CCN(c2nc(-c3ccccc3O)nc3ccccc23)CC1 | 0.4% | -10.5% | -2.6% | 0.8% | -3.4% | -2.7% | -8.5% | 2.3% | 12.2 | -5.2% | -0.2%
CCSc1nnc(NC(=O)CSc2nc(C)cc(C)n2)s1 | -0.8% | 16.7% | -16.1% | 3.4% | 1.1% | -0.6% | -12.0% | -7.7% | 0.9 | 1.9% | -1.6%
CC(C)CN1CCC(CN(C)Cc2nc(-c3cnccn3)no2)CC1 | -0.1% | ? | 0.2% | 4.1% | 1.4% | 2.7% | -13.8% | 0.4% | -0.7 | -1.8% | 3.2%

Additional structures:
SMILES | B2AR arrestin | Integrin act MD | Eya2 inh | USP2a block | ELG1 genotox | S-ASM inh | BRCA1 expr act | uPA generation | TRPV1 ag | p53 reactivator | PTAP TSG101 blk
O=C(CC1OC(=O)c2ccccc21)Nc1ccccc1N1CCOCC1 (stereo not given) | -0.9% | 7.3% | 1.0% | -2.2% | -1.9% | 3.6% | -17.2% | -1.3% | 6.5 | -2.0% | -1.5%
COc1ccc(NS(=O)(=O)c2cc3c(cc2C)N(C(C)=O)CCO3)c(OC)c1 | 0.1% | -4.3% | 9.9% | 0.2% | 11.3% | 4.3% | -8.2% | -11.4% | 2.2 | -0.6% | -1.8%
Cc1cc(=O)oc2c3c(cc(OCC(=O)Nc4cccnc4)c12)OC(C)(C)CC3 | -0.1% | -9.0% | -24.7% | 0.0% | 0.8% | 19.1% | -19.2% | 9.8% | 22.4 | / | -1.3%
Cn1c(SCC(=O)N2CCOCC2)nc(O)cc1=O | -0.7% | 5.6% | -5.1% | 2.4% | -2.5% | 0.2% | 2.2% | -0.2% | -0.7 | 0.0% | -15.7%
O=C(Nc1ccc(Cl)c(S(=O)(=O)N2CCCC2)c1)c1nn(CCO)c(=O)c2ccccc12 | 0.0% | -8.6% | -19.5% | -1.5% | -11.1% | -21.2% | -59.5% | 24.8% | 6.3 | 0.1% | 0.0%
O=C1CC(c2ccccc2)=C(c2ccccc2)C1c1ccccc1 (stereo not given) | / | -22.0% | / | / | / | -6.7% | -20.3% | -1.5% | / | / | 0.2%
CN(C)C(=O)CSc1ccccc1C(=O)OCC(=O)NC1CC1 | -0.1% | 18.5% | 16.2% | 0.3% | 1.9% | -1.3% | 5.9% | -5.2% | 0.9 | 6.8% | -1.4%
CCOC1=CC(=O)N(Cc2ccccc2)C1 | / | 0.0% | / | / | / | 3.9% | 11.3% | 13.6% | / | / | 2.3%
CNc1csc(C)c(C)c1=O | -0.1% | 0.6% | -4.2% | -0.6% | 0.3% | 1.3% | -12.7% | 5.8% | -0.5 | 4.3% | -6.4%
CCOC(=O)CNC(=O)c1cnn2cccnc12 | -0.4% | 16.0%[1.53 µM] | 15.0% | 3.1% | 2.4% | 1.4% | 0.0% | 6.5% | 4.3 | 8.1% | -2.0%
O=C(COC(=O)Cc1ccccc1F)Nc1ccc2c(c1)OCCO2 | 3.0% | 0.2% | -1.1% | -0.7% | -1.6% | 0.1% | 0.8% | -3.8% | 27.4 | 10.6% | -0.2%
CC(C)(C)C(=O)Nc1ccc(C(=O)Nc2cccnc2)cc1 | -0.2% | -12.8% | 0.7% | -1.8% | 20.6µM* | -1.3% | 1.0%[1.84 µM] | -0.8% | ? | ? | -6.2%
COc1cc(OC)c(OC)cc1CNC(=O)c1ccc(COc2ccccc2)cc1 | -1.1% | -26.1% | -2.9% | -0.2% | -11.6% | 3.4% | -14.8% | -4.4% | 3.4 | 14.8% | -2.3%

Screening results (PubChem)
